GALK inh = galactokinase (human) inhibition; P51570; 270,000 compounds, 0.007% hits; Purified GALK, Kinase-Glo residual ATP luminescence; Potency, µM (highest dose often 57.5 µM), for the others: at the top dose activity change, negative = inhibition, usual class: inhibitors; also: potency is read from the fitted curve at half-maximal effect; % is scaled to controls: 0 for no effect and ±100 for the full control effect
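GALK at 5 nM final was combined with compound, 35 uM ATP and 100 uM galactose in HEPES pH8.0 with MgCl2 and DTT. The reaction ran one hour at room temperature before luminescent ATP detection.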
MLL CXXC-DNA inh = MLL CXXC-DNA interaction inhibition. MLL-CXXC / FITC-HOXA9 DNA fluorescence polarization. Potency, µM (top dose mostly 115 µM), for inactives: at the top dose activity change, negative = inhibition, most hits filed as inhibitors. 290,000 compounds, 0.037% hits; active = well fitted inhibition curve with a large enough effect in the polarisation, with a control signal flat, not every such curve was filed as active; inconclusive = small, poorly fitted or top-dose-only effect, or effect the other way, or a change in a side signal; inactive = no such curve, though single readings can be large or run the other way; the % refers to the polarisation; also: potency is read from the fitted curve at half-maximal effect
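Steps: dispense CXXC domain solution (7 uM) → pin compounds or unlabeled HOX-A9 DNA control → 5 min ambient → add FLSN-HOX-A9 solution (50 nM) → spin → 30 min ambient → fluorescence polarization. Tris pH 7.5/NaCl/DTT/BSA buffer.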
B2AR arrestin = beta2AR (human) beta-arrestin recruitment activity; beta-arrestin recruitment to beta2AR, cell-based reporter; 330,000 compounds, 0.02% hits; Potency, µM (top dose mostly 46.1 µM), for inactives: at the top dose activation, usual class: activators;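 also: potency is read from the fitted curve at half-maximal effect; 0% = DMSO controls and full agonism = EC100 isoproterenol or metaproterenol; nearly all actives have a fitted effect of over 65% in size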
Target sequence (P07550 whole entry, looked up): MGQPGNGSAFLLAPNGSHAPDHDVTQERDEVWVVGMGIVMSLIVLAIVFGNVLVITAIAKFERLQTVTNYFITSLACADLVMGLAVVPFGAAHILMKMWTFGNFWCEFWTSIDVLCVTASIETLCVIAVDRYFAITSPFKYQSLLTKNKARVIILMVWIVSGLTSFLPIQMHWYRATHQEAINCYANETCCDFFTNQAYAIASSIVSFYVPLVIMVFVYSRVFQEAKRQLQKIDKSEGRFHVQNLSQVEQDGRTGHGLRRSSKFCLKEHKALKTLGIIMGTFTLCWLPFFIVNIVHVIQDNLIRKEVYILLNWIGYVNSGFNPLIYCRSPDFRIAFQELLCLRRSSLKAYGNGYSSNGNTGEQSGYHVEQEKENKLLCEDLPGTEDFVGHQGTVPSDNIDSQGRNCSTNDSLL
Menin-MLL TR inh = displaces Texas Red mutant MLL peptide from human menin; Menin + Texas Red MLL mutant peptide, fluorescence polarization; 270,000 compounds, 0.23% hits; AID 1768; Potency, µM (series often up to 61.6 µM), without a hit: top-dose FP activity change, negative = inhibition, hits mostly inhibitors; active = well fitted inhibition curve with a large enough effect in the polarisation, with a control signal flat, not every such curve was filed as active; inconclusive = small, poorly fitted or top-dose-only effect, or effect the other way, or a change in a side signal; inactive = no such curve, though single readings can be large or run the other way; the % refers to the polarisation; also: potency is read from the fitted curve at half-maximal effect; % of control where 0% means no effect; many of its hits are not listed in these tables
Target sequence (O00255 whole entry, looked up): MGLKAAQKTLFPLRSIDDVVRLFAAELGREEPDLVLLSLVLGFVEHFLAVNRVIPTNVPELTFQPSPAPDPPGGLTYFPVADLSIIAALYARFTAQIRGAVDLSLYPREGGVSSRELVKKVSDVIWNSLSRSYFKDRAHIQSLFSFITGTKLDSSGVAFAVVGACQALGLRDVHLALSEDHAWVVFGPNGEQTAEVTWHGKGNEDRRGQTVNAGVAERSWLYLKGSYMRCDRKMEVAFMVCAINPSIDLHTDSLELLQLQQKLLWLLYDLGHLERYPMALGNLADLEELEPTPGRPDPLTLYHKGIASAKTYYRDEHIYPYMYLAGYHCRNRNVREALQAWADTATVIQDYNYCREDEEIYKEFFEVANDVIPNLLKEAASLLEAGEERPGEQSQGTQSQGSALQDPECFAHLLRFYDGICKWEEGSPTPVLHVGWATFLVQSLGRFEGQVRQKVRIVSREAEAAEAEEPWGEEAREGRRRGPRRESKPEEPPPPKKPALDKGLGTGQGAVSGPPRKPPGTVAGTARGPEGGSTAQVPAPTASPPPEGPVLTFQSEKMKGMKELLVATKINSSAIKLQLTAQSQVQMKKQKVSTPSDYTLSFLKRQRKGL
PKM2 act = activators of human pyruvate kinase M2. 260,000 compounds, 0.34% hits. purified PKM2, Kinase-Glo ATP luminescence, activation; response scale: 0% is enzyme alone, no compound. Potency, µM (series often up to 57.5 µM), for the others: at the highest dose activation, actives largely listed as activators; also: potency is read from the fitted curve at half-maximal effect; % is scaled to controls: 0 for no effect and ±100 for the full control effect; nearly all actives have a fitted effect of over 55% in size
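Purified hPK-M2 (>95% pure) converted ADP (0.1 mM final) to ATP with 0.5 mM PEP in 50 mM imidazole pH7.2, KCl, MgCl2, Tween 20, BSA; 1 h at room temperature. ATP detected by Kinase-Glo luminescence.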
hERG WT inh = inhibitors of human wildtype KCNH2 potassium channel. Q12809. U2OS, BacMam KCNH2, thallium flux FluxOr; active compounds read low. activity change, % at 1.84 µM. 340,000 compounds, 0.37% hits;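 active = maximum activity change below -70%; inconclusive = maximum activity change between -70% and -50%; inactive = maximum activity change above -50%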; also: % is scaled to controls: 0 for no effect and ±100 for the full control effect
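U2OS cells were transduced with wild-type KCNH2 virus (2.03 x 10^8 / mL) for 4 h at room temperature, then cultured overnight at 37 C. Thallium flux was read with FluxOr dye. Rate constants were normalized to DMSO controls.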
Giardia kill = kills Giardia lamblia; activity change, % at 7.66 µM, hits read low; Giardia lamblia trophozoite viability; 340,000 compounds, 0.15% hits; in the data active = activity change below about -80%; inconclusive = between about -30% and that limit;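 also: parasites exposed to compound for two days anaerobically before the ATP read; % is scaled to controls: 0 for no effect and ±100 for the full control effect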
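Giardia lamblia trophozoites (100 cells/well) were incubated with compounds for 48 h at 37 deg C under anaerobic conditions. Viability was read as ATP content by one-step luminescence after 15-30 min at room temperature.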
USP2a inh = blocks human ubiquitin-specific protease USP2a; O75604; USP2 core, Ub-CHOP2 coupled fluorogenic reporter, 485/531; Potency, µM (series often up to 38.3 µM), without a hit: at the top dose activity change, negative = inhibition, most hits filed as inhibitors; 330,000 compounds, 0.01% hits;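 also: potency is read from the fitted curve at half-maximal effect; plate controls were DMSO wells for no effect and full inhibition by NEM control for full effect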
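Cell-free coupled assay: 10nM USP2 core preincubated 30min RT with compound in Tris-HCl pH 8.0/CaCl2/CHAPS buffer, then 25nM Ub-CHOP2 and 25nM reporter substrate; fluorescence (Ex 485/Em 531) read after 60min RT, normalized to NEM inhibition, concentration-response curves fitted.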
KCNH2 3.1 block = blocks the human KCNH2 3.1 channel isoform; U2OS KCNH2 3.1, thallium flux FluxOr; active compounds read low; activity change, % (tested at about 1.8 µM); 340,000 compounds, 0.95% hits;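 active = maximum activity change below -70%; inconclusive = maximum activity change from -70% to -50%; inactive = maximum activity change above -50%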;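 also: thallium influx rate constant from kinetic fluorescence after stimulation buffer; % is scaled to controls: 0 for no effect and ±100 for the full control effect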
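We transduce U2OS cells with the mutant 3.1 virus, culture them overnight, load FluxOr with Red40 quencher for 45 min, then add stimulation buffer and read kinetically for 2 min to derive a normalized rate constant.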
TRPV1 agonist = activates the human vanilloid receptor TRPV1 | Q8NER1 | TRPV1-expressing cells, Fluo-8 calcium influx, agonist mode | activation, % at 8.33 µM | 320,000 compounds, 0.19% hits | AID 540275; in the data active = activation above about 80%; inconclusive = between about 30% and that limit; also: 0% is about no effect
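Fluo-8 calcium influx in TRPV1-expressing cells, kinetic read (ex 480/em 520 nm). Compound added and read 3 min for agonist activity, followed by capsaicin at EC20 final and 2 min further read for enhancement.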
FBPA coupling cs = inhibits coupling enzyme system, counter-screen for aldolase hits. coupling enzyme system counterscreen, AmpLite Red fluorescence. 290,000 compounds, 0.67% hits. AID 2472. activity change, negative = inhibition, % at 58.2 µM, hits read low; in the data active = activity change below about -30%; also: % is scaled to controls: 0 for no effect and ±100 for the full control effect
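Counterscreen of the coupled detection system alone, without aldolase: glyceraldehyde-3-phosphate coupling enzymes plus AmpLite Red readout. Compounds at 57.5 uM final, 10 min RT preincubation, 20 min RT reaction, fluorescence 525/598 nm.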
* marks the source's active call; other numbers are inactive results; ? = inconclusive; · = not tested or not shown; [ ] = remark or other dose. Unless noted, calls follow the shape of the dose curve; as a rule, active = well fitted curve in the direction sought with a large enough effect; inconclusive = small, poorly fitted or top-dose-only effect, or another doubt; inactive = no such curve, though single readings can be large; an effect the other way counts as inactive or inconclusive. A portion of the library; rates above refer to the full screens.

SMILES	GALK inh	MLL CXXC-DNA inh	B2AR arrestin	Menin-MLL TR inh	PKM2 act	hERG WT inh	Giardia kill	USP2a inh	KCNH2 3.1 block	TRPV1 agonist	FBPA coupling cs
O=C1CSC(c2ccccc2Br)N1c1ccc(Cl)cn1 (stereo not given)	3%	18%	-0.3%	4%	-2%	-5	12	0%	-1	3	0
CCN(CC(F)(F)C(F)F)S(=O)(=O)c1ccc(NC(=O)OC)cc1	-2%	3%	-0.8%	11%	2%	1	-19	3%	8	5	0
O=C(CC1SCCNC1=O)Nc1cccc([N+](=O)[O-])c1 (stereo not given)	-2%	1%	-0.8%	·	-2%	-2	?	0%	7	0	-2
Cc1cc(C)n2c(-c3ccccc3Cl)nnc2n1	3%	9%	0.3%	-9%	3%	2	2	1%	3	-2	2
O=C(Nc1ccc(NC(=O)N2CCN(c3ccccc3O)CC2)cc1)N1CCN(c2ccccc2O)CC1	11%	1%	0.0%	45%[activator]	·	7	-6	0%	15	-1	3
Cc1cc(C)n(-c2ccc(C(=O)OCC(=O)NCc3ccc(F)cc3)cc2)n1	-3%	0%	-0.8%	21%	1%	-5	2	2%	-4	9	3
CCOc1ccc(OCCC(=O)OCC(=O)NCc2ccc(Cl)cc2)cc1	·	·	0.0%	·	·	-1	-17	0%	6	16	·
O=S(=O)(c1cccc(-c2nc3ccccc3s2)c1)N1CCCC1	-4%	9%	-0.2%	-7%	16%	4	-2	0%	9	20	0
CCn1cc(C(=O)NN)c(=O)c2cc(F)c(NC3CCCCC3)cc21	0%	21%	-0.3%	?	·	2	-20	3%	-12	0	-1
COc1cccc2c1OC[C@@H](CO)[C@H]2N(C)C(=O)Nc1ccc(Cl)cc1	0%	2%	0.3%	·	3%	4	-4	3%	-1	·	0
COCc1c(C(=O)OCC(=O)NCCc2ccc(S(N)(=O)=O)cc2)oc2ccccc12	·	·	0.1%	·	·	-22	3	-1%	-18	-1	·
Cc1ccc(-c2noc(CCC(=O)N(C)c3ccccc3C)n2)cc1	2%	7%	0.0%	-11%	2%	-6	-9	-8%	-4	0	1
Brc1ccc(CSc2nnc(Cc3c[nH]c4ccccc34)o2)cc1	3%	-1%	·	?	6%	-4	9	·	-5	15	0
Fc1cccc(Cl)c1/C=N/n1c(-c2cccnc2)n[nH]c1=S	-2%	1%	0.1%	-7%	-9%	5	6	-1%	-5	4	-3
Cc1noc(C)c1COc1ccc(C(=O)NCCc2ccc(S(N)(=O)=O)cc2)cc1	·	·	-0.1%	·	·	-1	58[activator]	0%	4	7	·

A few values from the results shown.
Menin-MLL TR inh, `O=S(=O)(c1cccc(-c2nc3ccccc3s2)c1)N1CCCC1` → -7%
hERG WT inh, `Fc1cccc(Cl)c1/C=N/n1c(-c2cccnc2)n[nH]c1=S` → 5

5 compounds from above, limited to Giardia kill and GALK inh.
compound	Giardia kill	GALK inh
O=C1CSC(c2ccccc2Br)N1c1ccc(Cl)cn1 (stereo not given)	12	3%
Cc1cc(C)n2c(-c3ccccc3Cl)nnc2n1	2	3%
CCn1cc(C(=O)NN)c(=O)c2cc(F)c(NC3CCCCC3)cc21	-20	0%
CCOc1ccc(OCCC(=O)OCC(=O)NCc2ccc(Cl)cc2)cc1	-17	·
Cc1ccc(-c2noc(CCC(=O)N(C)c3ccccc3C)n2)cc1	-9	2%

Continuation.
SMILES	GALK inh	MLL CXXC-DNA inh	B2AR arrestin	Menin-MLL TR inh	PKM2 act	hERG WT inh	Giardia kill	USP2a inh	KCNH2 3.1 block	TRPV1 agonist	FBPA coupling cs
C[C@@H]1CN([C@@H](C)CO)C(=O)c2cc(NS(=O)(=O)c3ccc(Cl)cc3)ccc2O[C@H]1CN(C)Cc1ccncc1	·	·	0.0%	·	·	-1	-3	3%	3	·	·
CCOC(=O)c1cc(CO)cc(C(=O)OCC)c1	-1%	0%	-0.1%	·	-1%	-1	-24	-2%	6	1	-4
Cc1ccc(C)c(NC(=O)c2nc(-c3ccccc3)n(-c3ccccc3)n2)c1	-4%	-3%	0.1%	-3%	-10%	6	-3	0%	-35	25	-1
CCCn1nnnc1SCC(=O)N1CCCc2ccccc21	1%	5%	-1.8%	-26%	3%	7	-8	1%	20	-3	3
Cc1ccc(NC(=O)CS(=O)CC(=O)Nc2cccc(C)c2C)cc1F (stereo not given)	-3%	-4%	-0.3%	-2%	0%	-16	-8	-5%	6	12	5
COc1cc2c(cc1OC)C(/C(C#N)=N\O)=NC(C)(C)C2	1%	-8%	-0.1%	-7%	-7%	-9	0	3%	7	-1	1
O=C(NCc1ccccc1CN1CCCCC1)c1ccc(Cl)cc1N1CCCC1=O	·	·	-0.2%	·	·	8	-5	1%	9	1	·
Cc1cc(C)c(C)c(S(=O)(=O)N2CCN(CC(=O)Nc3ccc([N+](=O)[O-])cc3)CC2)c1C	2%	12%	-0.4%	21%	3%	-1	20	1%	10	-1	3
CCCCn1c(N)c(N(Cc2ccccc2OC)C(=O)COc2ccc(F)cc2Cl)c(=O)[nH]c1=O	7%	3%	-1.0%	18%	-6%	10	-6	-6%	6	-5	3
O=C(Nc1ccccc1Cl)c1ccccc1Oc1ccc(C(F)(F)F)cc1[N+](=O)[O-]	0%	2%	-0.1%	5%	-3%	2	-1	3%	-20	4	-2
CC1CCc2c(sc(NC(=O)c3ccco3)c2C(=O)O)C1 (stereo not given)	-2%	7%	-0.3%	?	-15%	22	-18	3%	8	-1	-2
Cc1c(-n2c(SCC(=O)NC(C)C(C)C)nc3ccccc3c2=O)c(=O)n(-c2ccccc2)n1C (stereo not given)	0%	8%	-0.2%	-5%	5%	-9	-12	9%	-3	-2	3
CCn1c(CSc2nc3ccccc3s2)n[nH]c1=S	1%	-12%	-0.2%	0%	-1%	12	13	-2%	-11	21	-4
CNC(=O)Nc1cccc(NC(=O)NC)n1	2%	6%	3.7%	-11%	2%	4	0	-3%	10	3	6
c1cc2nnnn2nc1N1CCCCC1	6%	-3%	-0.3%	-8%	-4%	-21	2	0%	-12	-4	4
O=C1CCCN1CCC1CCCCN1Cc1nc(COc2ccccc2)no1 (stereo not given)	2%	-21%	0.2%	0%	-1%	-4	8	4%	13	-1	4
COc1ccc(CNC(=O)CN(C(=O)CCC(=O)Nc2nccs2)c2ccccc2C)cc1	-2%	-5%	0.2%	·	·	2	-5	2%	-3	2	-2
COc1ccc(C(=O)N2CCCCCC2)cc1OC1CCN(C(C)C)CC1	-5%	8%	-0.1%	·	-10%	2	8	0%	20	0	·
O=C(c1cccs1)N(c1ccc(Br)cc1)C1C=CS(=O)(=O)C1 (stereo not given)	-1%	18%	-0.1%	-8%	3%	12	2	4%	-24	-2	0
O=C1C2CCCN2c2ccc(S(=O)(=O)N3CCOCC3)cc2N1Cc1ccccc1F (stereo not given)	1%	-10%	-0.3%	-5%	-6%	-6	-6	1%	15	10	8
CCCn1ccc(O)c(Cc2ccc(Cl)cc2)c1=O	-2%	12%	0.3%	2%	9%	6	3	-1%	-2	12	2
Cc1ccnc(NC(=O)CCC(=O)N(CC(=O)NC(C)(C)C)c2ccc3c(c2)OCCO3)c1	4%	1%	0.5%	-13%	0%	3	?	4%	12	3	3

Screening results deposited in PubChem BioAssay by National Center for Advancing Translational Sciences (NCATS).
